# STK33 kin inh: inhibitors of human STK33 kinase; Q9BYT3; ADP-Glo luminescence, MBP substrate; inhibition, % at 12.5 µM; 27,000 tested, 0.44% active; AID 2322; in the data active = inhibition above about 20%; inconclusive = no clear call, values can overlap the other calls
# Target sequence (Q9BYT3 whole entry, looked up): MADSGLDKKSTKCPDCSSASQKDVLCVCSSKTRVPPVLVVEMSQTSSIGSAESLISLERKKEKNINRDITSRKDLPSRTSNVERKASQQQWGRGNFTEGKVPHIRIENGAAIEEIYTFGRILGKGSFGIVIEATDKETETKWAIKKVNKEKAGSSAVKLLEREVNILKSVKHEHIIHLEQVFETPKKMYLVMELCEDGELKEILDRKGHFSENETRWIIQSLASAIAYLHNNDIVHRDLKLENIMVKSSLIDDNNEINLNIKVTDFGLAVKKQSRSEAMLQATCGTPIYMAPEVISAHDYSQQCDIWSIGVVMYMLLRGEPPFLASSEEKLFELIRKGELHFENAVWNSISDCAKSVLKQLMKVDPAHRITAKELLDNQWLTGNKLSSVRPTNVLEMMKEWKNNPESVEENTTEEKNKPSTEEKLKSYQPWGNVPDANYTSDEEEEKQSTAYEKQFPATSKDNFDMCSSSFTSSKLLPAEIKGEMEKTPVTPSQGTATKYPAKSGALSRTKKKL
# p53 PUMA act: mutant p53 pathway reactivation | AID 624151 | SW480 PUMA-promoter luciferase | 28,000 tested, 1.5% active | activation, % at 9.98 µM; in the data active = activation above about 52%; inconclusive = no clear call, values can overlap the other calls
# The depositor's hits bear a star; u = inconclusive; x = not tested or not shown. Only part of the results is shown; count on the stated rates, not on these rows.
Structure	p53 PUMA act	STK33 kin inh
O=C(COc1cccc(NC(=O)c2cccc([N+](=O)[O-])c2)c1)c1ccc(F)cc1	7	6
C[C@H](CO)N1C[C@H](C)[C@H](CN(C)C(=O)c2ccccc2)OCCCC[C@H](C)Oc2ccc(NS(=O)(=O)c3ccc(F)cc3)cc2C1=O	-4	x
CC1=C(C(=O)Nc2cccnc2)C(c2cccc(O)c2)n2nc(SCc3ccccc3)nc2N1 (stereo not drawn)	0	-1
CC(C)C#Cc1cnc2c(c1)C(=O)N([C@H](C)CO)C[C@H](C)[C@H](CN(C)C(=O)Nc1cc(F)ccc1F)O2	-2	x
COc1ccc(C(Nc2ccccn2)c2ccc3ccc(C)nc3c2O)cc1C (stereo not drawn)	-9	-2
CNCCCCOc1ccccc1Cc1ccccc1	0	x
Cc1noc(C)c1NC(=O)Nc1ccc2c(c1)C(=O)N([C@@H](C)CO)C[C@@H](C)[C@H](CN(C)C(=O)CCCN(C)C)OCCCC[C@H](C)O2	10	x
COc1ccc(N2C(=O)CC(SCC(=O)Nc3ccc(Cl)c(Cl)c3)C2=O)cc1 (stereo not drawn)	-3	2
C[C@H]1CN([C@@H](C)CO)C(=O)Cc2cc(NC(=O)Cc3cn(C)c4ccccc34)ccc2O[C@@H]1CN(C)S(=O)(=O)c1ccc(Cl)cc1	x	9
C[C@@H]1CN([C@H](C)CO)C(=O)Cc2cc(NC(=O)Cc3ccccc3)ccc2O[C@H]1CN(C)Cc1ccc(-c2ccccc2)cc1	x	4
C[C@H](CO)N1C[C@H](C)[C@H](CN(C)C)Oc2cc(-c3ccc(C#N)cc3)ccc2S1(=O)=O	-5	x
Cc1nnc(SCc2nc(-c3ccccc3)no2)n1-c1ccccc1	-11	1
C[C@H]1CN([C@@H](C)CO)C(=O)Cc2cc(NC(=O)CCC(F)(F)F)ccc2O[C@H]1CN(C)S(=O)(=O)c1cn(C)cn1	x	-1
C[C@H]1CCCCO[C@H](CN(C)C)[C@@H](C)CN([C@@H](C)CO)C(=O)c2cc(NC(=O)Cc3ccccc3)ccc2O1	5	x
COc1ccc(-c2nnc(SCC(=O)Nc3ccc(Br)c(C)c3C)n2C)cc1	-2	5

# Next section; the last 4 above are carried over.
Structure	p53 PUMA act	STK33 kin inh
Cc1nnc(SCc2nc(-c3ccccc3)no2)n1-c1ccccc1	-11	1
C[C@H]1CN([C@@H](C)CO)C(=O)Cc2cc(NC(=O)CCC(F)(F)F)ccc2O[C@H]1CN(C)S(=O)(=O)c1cn(C)cn1	x	-1
C[C@H]1CCCCO[C@H](CN(C)C)[C@@H](C)CN([C@@H](C)CO)C(=O)c2cc(NC(=O)Cc3ccccc3)ccc2O1	5	x
COc1ccc(-c2nnc(SCC(=O)Nc3ccc(Br)c(C)c3C)n2C)cc1	-2	5
COc1ccc(-c2nn(C)c(=O)c3ccccc23)cc1CNC(=O)c1ccc([N+](=O)[O-])cc1	-18	3
O=c1[nH]cnc2ccc(NC(=S)NC3CC3)cc12	-4	x
C[C@@H]1CN([C@H](C)CO)C(=O)c2cc(NC(=O)Nc3ccc4c(c3)OCO4)ccc2O[C@H]1CN(C)C(=O)NC1CCCCC1	5	0
C[C@@H]1CN([C@@H](C)CO)C(=O)c2cc(NC(=O)Cc3ccccc3)ccc2O[C@@H](C)CCCCO[C@@H]1CN(C)S(=O)(=O)c1cccs1	-12	x
Cc1ccc(F)c(NC(=O)CSc2nnc(C)s2)c1	4	0
O=C(CSc1nc2ccccc2[nH]1)Nc1cccc(C(F)(F)F)c1	10	-1
C[C@H]1CN([C@@H](C)CO)C(=O)Cc2cc(NS(=O)(=O)c3cn(C)cn3)ccc2O[C@@H]1CN(C)S(=O)(=O)c1cccs1	x	1
COC(=O)c1c(NC(=O)CN2C(=O)c3ccccc3S2(=O)=O)sc2c1CCCC2	8	0
C[C@H]1CN([C@@H](C)CO)C(=O)CCCn2nncc2CO[C@H]1CN(C)Cc1ccccc1C(F)(F)F	x	0
COc1ccc([Si](C)(C)[C@H]2[C@H](CCn3cc(CCO)nn3)O[C@@]3(C(=O)N(Cc4ccc(N5CCOC5=O)cc4)c4ccccc43)[C@@H]2C)cc1	x	u
COc1cc([N+](=O)[O-])ccc1NC(=O)NCc1ccco1	u	8
Cc1cc(C)nc(SCC(=O)c2c(C)[nH]c3ccccc23)n1	40	2
COC(=O)C[C@](O)(CCCC(C)(C)O)C(=O)O[C@@H]1C(OC)=C[C@]23CCCN2CCc2cc4c(cc2[C@H]13)OCO4	-72	x
Cc1ccc(S(=O)(=O)N(C)C[C@H]2Oc3ccc(NC(=O)CCN4CCOCC4)cc3CC(=O)N([C@@H](C)CO)C[C@@H]2C)cc1	x	-1
Cc1noc(C)c1S(=O)(=O)N(C)C[C@H]1OCCCC[C@@H](C)Oc2ccc(NC(=O)CCCN(C)C)cc2C(=O)N([C@H](C)CO)C[C@@H]1C	7	x
Cc1noc(C)c1NC(=O)Nc1ccc2c(c1)C(=O)N([C@H](C)CO)C[C@@H](C)[C@H](CN(C)Cc1ccc(C(F)(F)F)cc1)OCCCC[C@@H](C)O2	1	x
CC(C)CC#Cc1ccc2c(c1)O[C@H](CN(C)C(=O)NC1CCCC1)[C@@H](C)CN([C@H](C)CO)S2(=O)=O	-9	x
C[C@H](CO)N1C[C@H](C)[C@@H](CN(C)S(=O)(=O)c2ccccc2)Oc2ccc(NC(=O)Nc3ccc(C(F)(F)F)cc3)cc2C1=O	x	-3
CN(CC(=O)Nc1ccccc1C(C)(C)C)S(=O)(=O)c1ccc(Cl)cc1	12	-6
COCCOC(=O)N1C(=O)[C@@]2(c3ccccc31)[C@H](C(N)=O)[C@H]1C(=O)O[C@H](c3ccccc3)[C@H](c3ccccc3)N1[C@@H]2c1ccc(OCCO)cc1	x	7
CC1=CC(C)(C)N2C(=O)C(=O)c3cc(OC(=O)CN4C(=O)c5ccccc5C4=O)cc1c32	1	6
C[C@@H]1CN([C@@H](C)CO)C(=O)CCCn2cc(nn2)CO[C@H]1CN(C)S(=O)(=O)c1cccc(F)c1	x	3
C[C@H](O)C#Cc1ccc2c(c1)O[C@H](CN(C)C(=O)CC1CC1)[C@H](C)CN([C@@H](C)CO)S2(=O)=O	10	x
O=C(Nc1cccc([N+](=O)[O-])c1)c1ccc(Cn2nnc3ccccc32)cc1	-19	2
COc1ccc(NC(=O)Nc2ccc3c(c2)CC(=O)N([C@H](C)CO)C[C@@H](C)[C@H](CN(C)Cc2ccccc2)O3)cc1	x	-2
C[C@@H]1CN([C@H](C)CO)C(=O)c2cc(NC(=O)Cn3cnnn3)ccc2O[C@H]1CN(C)C(=O)NC1CCCCC1	5	1
CCCN(C)C[C@@H]1Oc2ncc(Br)cc2C(=O)N([C@@H](C)CO)C[C@@H]1C	-4	x
C[C@@H]1CN([C@@H](C)CO)C(=O)Cc2cc(NS(=O)(=O)c3ccc(Cl)cc3)ccc2O[C@@H]1CN(C)CC1CC1	x	-1
N#CCCCN1C(=O)C(O)(CC(=O)c2ccc3c(c2)OCCO3)c2ccccc21 (stereo not drawn)	13	9
C[C@H]1CCCCO[C@H](CN(C)C)[C@@H](C)CN([C@@H](C)CO)C(=O)c2cc(NC(=O)Nc3ccccc3)ccc2O1	-2	x
Cc1nnc(SCC(=O)Nc2cc(C(F)(F)F)ccc2Cl)s1	12	3
C[C@@H]1CCCCO[C@@H](CN(C)Cc2ccncc2)[C@@H](C)CN([C@@H](C)CO)C(=O)c2cc(NC(=O)CCCN(C)C)ccc2O1	10	x
COCC#Cc1ccc2c(c1)O[C@@H](CN(C)C(=O)c1ccccc1)[C@H](C)CN([C@@H](C)CO)S2(=O)=O	12	x
O=C(/C=C/c1ccco1)C1(O)CCCCC1	-21	x
COc1ccc(S(=O)(=O)Nc2ccc3c(c2)C(=O)N([C@@H](C)CO)C[C@@H](C)[C@H](CN(C)S(=O)(=O)c2cccs2)O3)cc1	-6	3
Cc1cc(Oc2ccccc2)nc(SCC(N)=O)n1	-9	-2
C[C@@H]1CN([C@@H](C)CO)C(=O)c2cc(-c3ccc(C#N)cc3)cnc2O[C@H]1CN(C)C(=O)Nc1ccccc1	1	x
C[C@H](CO)N1C[C@H](C)[C@H](CN(C)C(=O)Nc2ccc3c(c2)OCO3)Oc2ccc(NC(=O)Cc3cn(C)c4ccccc34)cc2CC1=O	x	-2
C[C@H]1CN([C@@H](C)CO)C(=O)Cc2cc(NS(=O)(=O)c3cn(C)cn3)ccc2O[C@H]1CN(C)Cc1ccc(Oc2ccccc2)cc1	x	-2
CC(C)NC(=O)N(C)C[C@H]1OCCCC[C@H](C)Oc2ccc(NC(=O)Nc3ccc(C(F)(F)F)cc3)cc2C(=O)N([C@H](C)CO)C[C@H]1C	-59	x
Cc1[nH]c2ccccc2c1C(=O)CSc1nnc2ccccn12	95*	-4
Clc1ccc(OCCSCc2nc3ccccc3[nH]2)cc1	-19	-4
C[C@H]1CN([C@@H](C)CO)C(=O)c2cc(NS(=O)(=O)c3cccs3)ccc2O[C@@H]1CN(C)S(=O)(=O)c1ccc(F)cc1	x	0
CCN(CC(=O)Nc1cc([N+](=O)[O-])ccc1C)S(=O)(=O)c1ccc(C)cc1	-11	1
CC(C)(C)c1ccc(OCC(O)Cn2cnc3ccccc32)cc1 (stereo not drawn)	-10	-1

# Entries from the list above that contain a tert-butyl group (2):
Structure	p53 PUMA act	STK33 kin inh
CN(CC(=O)Nc1ccccc1C(C)(C)C)S(=O)(=O)c1ccc(Cl)cc1	12	-6
CC(C)(C)c1ccc(OCC(O)Cn2cnc3ccccc32)cc1 (stereo not drawn)	-10	-1

# Further entries:
Structure	p53 PUMA act	STK33 kin inh
Cc1ccc(S(=O)(=O)N(C)C[C@H]2Oc3ccc(NC(=O)Cn4cnnn4)cc3C(=O)N([C@@H](C)CO)C[C@@H]2C)cc1	x	-1
CN(CCO)S(=O)(=O)c1cccc(C(=O)O)c1	-15	-2
C[C@@H]1CN([C@@H](C)CO)C(=O)Cc2cc(NC(=O)Cn3cnnn3)ccc2O[C@H]1CN(C)Cc1ccc2c(c1)OCO2	4	x
CS(=O)(=O)N(CC(=O)NC1CC1)c1ccccc1	9	3
CNC[C@H]1Oc2ccc(NC(=O)C3CCCCC3)cc2C(=O)N([C@@H](C)CO)C[C@H]1C	x	8
O=C1CCC(=O)N(O)CCCCCNC(=O)CCC(=O)N(O)CCCCNC(=O)CCC(=O)N(O)CCCCN1	-13	-5
COc1cc(NS(=O)(=O)c2ccc(NC(=O)c3ccccc3)cc2)nc(OC)n1	x	-3
CCOC(=O)c1c(NC(=S)NC(=O)c2ccc3c(c2)OCCO3)sc(C(=O)OC)c1C	3	-2
CN(CC(=O)N1CCN(c2ccccn2)CC1)S(=O)(=O)c1ccc2ccccc2c1	-4	1
CC(C(=O)Nc1cccc2cccnc12)N1C(=O)c2ccccc2C1=O (stereo not drawn)	-11	0
O=C(NCCCN1CCOCC1)C1CC(c2cccc(Br)c2)=NO1 (stereo not drawn)	-8	2
Cc1cc(C)c(OCC(=O)Nc2nnn(C)n2)c(Br)c1	9	-2
CC1=C(C)CC(C(=O)Nc2cccc3ccccc23)C(C(=O)O)C1 (stereo not drawn)	-11	1
Fc1cccc(Cl)c1CN1CCN(CCCNc2ncnc3scc(-c4ccccc4)c23)CC1	-11	x
C[C@@H]1CN([C@@H](C)CO)C(=O)c2cc(NC(=O)Nc3ccc(F)cc3)ccc2O[C@@H]1CN(C)S(=O)(=O)c1cn(C)cn1	-2	x
C[C@@H]1CN([C@@H](C)CO)C(=O)CCCn2cc(nn2)CO[C@H]1CN(C)S(=O)(=O)c1ccccc1F	x	2
Cc1cccc(NC(=O)CSc2nnc(-c3ccco3)n2-c2ccccc2)c1C	8	1
C[C@H]1CN([C@@H](C)CO)C(=O)c2cccc(NC(=O)c3ccc(-c4nccs4)cc3)c2O[C@H]1CN(C)C(=O)Nc1ccccc1	4	x
C[C@H]1CCCCO[C@H](CN(C)C(=O)NC2CCCCC2)[C@@H](C)CN([C@@H](C)CO)C(=O)c2cc(NC(=O)c3ccncc3)ccc2O1	-7	x
O=C(CN1C(=O)c2ccccc2C1=O)Nc1ccc(NC(=O)c2ccccc2F)cc1	-3	5
C[C@@H]1CN([C@H](C)CO)C(=O)c2cc(NS(=O)(=O)c3cccs3)ccc2O[C@@H](C)CCCCO[C@@H]1CN(C)Cc1ccccc1	-13	x
COc1ccc(CN(C)C[C@@H]2OCc3cnnn3CCCC(=O)N([C@H](C)CO)C[C@@H]2C)cc1	x	-2
COc1ccc(C(=O)Nc2ccccc2)cc1S(=O)(=O)Nc1cccnc1	-3	-4
Cc1ccc(S(=O)(=O)N(C)C[C@H]2Oc3ccc(NS(=O)(=O)c4ccccc4)cc3CC(=O)N([C@@H](C)CO)C[C@@H]2C)cc1	x	0
Cc1csc(SCC(=O)Nc2ccc3c(c2)OCCO3)n1	61*	-1
O=S(=O)(CCSc1ccccn1)c1nc2ccccc2s1	-65	-2
CCOC(=O)c1c(NC(=O)C(C)Oc2ccc3c(C)cc(=O)oc3c2)sc2c1CCCC2 (stereo not drawn)	9	-4
CCc1ccc(C(Nc2cc(C)ccn2)c2ccc3cccnc3c2O)cc1 (stereo not drawn)	-43	7
C[C@@H]1CN([C@H](C)CO)C(=O)c2cc(C3=CCCC3)cnc2O[C@@H]1CN(C)C(=O)c1ccccn1	4	x

# Bioassay records from PubChem.
